Bioassay records (PubChem BioAssay)
Platelet DG rel = modulates dense granule release in human platelets | human platelet-rich plasma, SFLLRN dense granule ATP release, luminescence | inhibition, %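 (compounds screened at 7.5 µM in platelet-rich plasma)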 | actives 0.22% (n = 300,000);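 active = mean replicate score, as percent of positive control, at or above 50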
AI-2 QS modul = Vibrio harveyi AI-2 quorum sensing modulation | actives 0.4% (n = 300,000) | activity change, % at 7.5 µM | AID 2094 | Vibrio harveyi JMH597 AI-2 luminescence/OD600 ratio, 9 h; active compounds read low; strain lacks LuxN and CqsS sensors; 0 = neutral-control median; in the data active = activity change below about -75%, passing the limit was not always enough;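 note: luminescence divided by OD600 gain over 9 h not by final OD600 alone; inactives centre near 13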
HSF1 activator = increases HSF-1 driven luciferase reporter signal | actives 1.7% (n = 300,000) | AID 504408 | NIH3T3-HGL HSF-1 luciferase reporter, MG132, 8 h; 100% = twice DMSO control signal | activation, % at 9 µM;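 active = mean replicate activation of at least 50% with a set share of replicates each reaching 50%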;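 note: 0% = median of the neutral control wells and 100% = twice that signal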
HSP90 inh = inhibitors of HSP90 luciferase refolding in rabbit reticulocyte lysate; actives 0.91% (n = 290,000); inhibition, % at 5.6 µM; luciferase refolding luminescence, 3 h; AID 1789;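 active = inhibition above the screen-wide mean plus 3 SD, computed separately per campaign, cut at about 16% in these data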;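 note: 0% = DMSO wells and 100% = 60 µM geldanamycin wells; inhibitors lower the luminescence because luciferase stays unfolded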
SKKanGAS inh = SKKanGAS growth inhibition | AID 1662 | actives 1.3% (n = 300,000) | inhibition, % at 7.5 µM | S. pyogenes SKKanGAS, kanamycin growth, BacTiter-Glo, 6 h;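 active = mean replicate score, as percent of positive control median, at least 50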;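 note: strain carries kanamycin resistance gene driven by streptokinase promoter and grows in 40 µg/ml kanamycin; loss of luminescence reflects streptokinase promoter inhibition or plain growth inhibition; 0% = median of DMSO wells and 100% = positive control at its reference dose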
HIF activator = HIF pathway transcriptional activation; AID 1910; U2OS HRE-luciferase reporter, luminescence; normalized: DMSO 0%, desferrioxamine 100%; activation, % at 7.5 µM (by protocol); actives 0.32% (n = 300,000);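 active = mean activation of at least 10% of the iron chelator positive control signal, with at least half of replicates also reaching 10%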
KLF5 inh = inhibitors of KLF5 expression; actives 0.23% (n = 290,000); DLD-1 KLF5 promoter-luciferase reporter, luminescence; inhibition, % at 5 µM;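 active = inhibition above a per-plate limit of that plate's mean compound inhibition plus 3 SD, cut at about 60% in these data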;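 note: 0% = DMSO wells and 100% = LY294002 at 200 µM; higher means less KLF5 promoter-driven luciferase light; inactives centre near -14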
HSF1 inhib = HSF1 inhibition; NIH3T3-HGL HSE-luciferase, MG132-induced, luminescence 8 h; active compounds read low; activity change, negative = inhibition, % at 7.5 µM (by protocol); actives 0.77% (n = 300,000); AID 2098;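 active = more than half of replicate wells show activity change below -50%, luminescence cut by over half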;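 note: luciferase reports HSF-1 transcriptional activity via heat shock element; 0% = median of DMSO wells and -100% = zero luminescence signal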
IEC-6 cytotox = IEC-6 cytotoxicity, counter-screen for KLF5 inhibitors. luminescence viability. inhibition, % at 5 µM. actives 0.78% (n = 290,000). AID 1825; in the data active = inhibition above about 22%;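 note: 0% = plate median of test compound wells and 100% = cytotoxic reference compound wells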
aSyn 5UTR inh = MLPCN primary screen, SNCA 5' untranslated region; alpha-synuclein 5'UTR reporter, inhibitor activity; inhibition, % (tested at 7.5 µM); actives 0.82% (n = 300,000); AID 1813; in the data active = inhibition above about 60%;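 note: H4 neuroglioblastoma cells stably carrying SNCA 5'UTR luciferase fusion; 0% = DMSO wells and 100% = positive control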
* marks the source's active call; other numbers are inactive results; / = not tested or not shown.

canonical_smiles,Platelet DG rel,AI-2 QS modul,HSF1 activator,HSP90 inh,SKKanGAS inh,HIF activator,KLF5 inh,HSF1 inhib,IEC-6 cytotox,aSyn 5UTR inh
CCN(CC)S(=O)(=O)c1ccc(N2CCCC2)c(C(=O)OCC(=O)N2CCCC2)c1,13,21,-5,0,-3,-0.1,-18,-17,0,3
CCc1ccccc1NC(=S)Nn1cnnc1,/,10,/,3,/,/,-15,/,2,/
CC(C)CNC(=O)c1ccc(Cl)c(Cl)c1,-5,7,9,6,-8,0.1,-12,-2,1,4
CC(C)N(c1nnc(N)s1)C(C)C,7,18,-8,1,1,-0.3,-41,-10,-3,-11
CCn1c(Cc2ccccc2)nnc1SCc1nc2ccccc2c(=O)[nH]1,2,-9,13,0,-2,-0.1,-19,4,-10,16
Cc1cccc(NC(=O)CN2CCN(CC(=O)Nc3ccc(-c4ccccc4)cc3)CC2)c1C,8,25,16,-2,0,0.1,-20,7,-2,4
O=C(N/C(=C/c1ccc(F)cc1)C(=O)N1CCOCC1)c1ccccc1,0,11,8,4,-6,0.7,-7,-3,3,14
CCC1CN(S(=O)(=O)c2ccc3c(c2)NC(=O)CC(=O)N3)c2cc(Cl)ccc2O1 (stereo unspecified),16,19,-21,-4,-11,-0.4,-18,-12,0,34
CCCCC(=O)NC(c1ccc([N+](=O)[O-])cc1)c1c(O)ccc2ccccc12 (stereo unspecified),-1,53,3,2,41,-0.1,-12,0,10,30
N=C1/C(=C\c2ccc(SCc3ccccc3)o2)C(=O)N=C2SC(CC(=O)N3CCOCC3)=NN12,1,43,-11,-4,1,0.3,-28,0,-7,12
O=C1CCN(CCc2ccccc2)CCN1[C@H](CSc1ccc(Br)cc1)Cc1ccccc1,14,12,4,/,21,-0.5,/,3,/,-9
C/C(=N\NC(=O)CO/N=C(\C)c1cccs1)c1ccc(N)cc1,-3,-4,/,3,4,/,-14,/,0,-13
COc1cc(-c2cc(C(=O)Nc3ccc(S(=O)(=O)NCc4ccco4)cc3)c3ccccc3n2)cc(OC)c1OC,18,-9,-50,-6,37,-0.7,9,-46,0,-53
O=C(CSc1n[nH]c(-c2ccccn2)n1)Nc1ccccc1F,7,28,7,-1,1,0.2,5,-6,-2,2
O=C(CSc1nnc(-c2ccccc2F)o1)N1CCCC1,-3,23,7,-8,-3,2.6,-50,3,-2,-76
COc1cc(CNCCN(C)C)c(Br)cc1OC1CCCC1,3,-4,6,-6,14,-0.3,-16,1,-5,4
CCc1nn2c(=O)cc(CSCC(=O)Nc3ccccc3F)nc2s1,4,20,0,0,-7,0.5,-25,-4,-7,-2
Cc1[nH]n(-c2ccccc2)c(=O)c1N=Nc1ccccc1C(=O)N1CCCCC1,17,4,-16,2,25,-0.2,-14,-3,2,12
COc1ccc(CC(=O)N2N=C(c3ccncc3)CC2(O)C(F)(F)F)cc1 (stereo unspecified),-3,6,-24,-1,11,1.0,28,3,24*,-30
COc1ccc(CNC(=O)C2CC(C)=CCC2C(=O)O)cc1 (stereo unspecified),5,10,-4,0,2,0.2,-17,-2,4,0
c1ccc(CCNc2nc(-c3ccccn3)nc3ccccc23)cc1,7,7,10,3,113*,4.0,1,-3,8,1
O=S(=O)(Nn1cnnc1)c1ccc2ccccc2c1,-1,6,9,-1,-11,0.2,-52,0,5,-17
O=C(NN1C(=O)C2C3C=CC(C4CC34)C2C1=O)c1ccccc1Cl (stereo unspecified),0,4,8,-6,5,0.0,-32,-7,2,7
Cc1ccc(S(=O)(=O)CC(O)COc2ccc(F)cc2Cl)cc1 (stereo unspecified),-6,-3,6,2,-6,0.5,6,-4,1,-11
COc1ccc2[nH]c(=O)c(CNC3CCCCC3)cc2c1,4,26,-14,1,3,0.4,-11,2,-2,-9
CCc1ccc(NC(=O)c2c(Cl)nc(C)c(Cl)c2C)cc1,-6,7,-7,0,-10,0.3,-42,-3,-6,2
COc1c(Cl)cc(-c2noc(C)c2C(=O)NC(C)C)cc1Cl,-23,7,18,-6,-7,/,8,-4,4,-22
CCOc1ccc(Cn2c3ccc(OC)cc3c3nc4ccccc4nc32)cc1OC,7,9,-9,-1,3,1.2,-21,4,7,-3
COc1cc(/C=N/NC(=O)c2ccccc2O)ccc1OCC(=O)Nc1ccccc1,-8,16,37,-6,6,2.2,-105,6,-2,-140
O=C(NCc1ccco1)c1cnn2c1NC(c1ccc(Br)cc1)CC2C(F)(F)F (stereo unspecified),16,20,18,1,8,0.3,1,4,1,19
O=C(CN1CCN(c2nc(-c3ccccc3)cs2)CC1)NNC(=O)c1ccco1,3,19,17,1,12,0.7,-12,-1,3,20
COc1ccc(NC(=S)Nc2ccccc2)cn1,-2,0,4,0,-4,1.0,-3,8,5,-14
Cc1ccccc1N1CCN(Cc2cc3c(cc2[N+](=O)[O-])OCO3)CC1,-5,20,6,7,14,-19,-12,-5,-6,-26
Cc1ccc(S(=O)(=O)N(C)C)cc1NC(=O)COC(=O)c1ccc2c(c1)OCCO2,7,21,-4,2,-5,0.2,-9,-2,-1,16
CCOCCCNS(=O)(=O)c1ccc(OC)c(Cl)c1Cl,22,14,6,2,0,-0.2,-19,-4,2,-1
O=C(C1CC1)N1CCC(c2nc(-c3ccc(S(=O)(=O)NCC4CCCO4)cc3)no2)CC1 (stereo unspecified),3,25,4,0,-11,0.3,-24,-1,7,-24
Cc1ccc(-n2c(SCC(=O)N3CCOCC3)nnc2-c2cccnc2)cc1C,7,39,-40,-1,1,-33,22,-33,-3,5
CC1SCC(=O)N(CC(=O)NCCc2ccccc2)C1=O (stereo unspecified),6,-40,6,-1,3,-0.4,-9,-7,-2,8
Cc1ccc(NC(=O)N2CCC(C(=O)NCc3ccccc3)CC2)cc1,15,34,-24,-3,-3,0.3,-39,-11,0,5
CCCn1c(CN2CCN(c3cccc(Cl)c3)CC2)nc2c1c(=O)n(C)c(=O)n2C,-1,24,0,0,6,-0.4,-79,-5,-5,-31
CCOC(=O)Cn1nc(C)c(NC(=O)c2ccc(Cl)c([N+](=O)[O-])c2)c1C,6,35,9,-1,5,-0.5,-22,1,-4,-27
CCN(CC)S(=O)(=O)c1ccc(Cl)c(NC(=O)COC(=O)c2cc(-c3ccccc3Cl)nc3ccccc23)c1,21,3,7,-2,8,0.3,-3,2,2,-4
Cc1ccc(N=Cc2sc(O)c3ccccc23)cc1,2,-2,16,5,-6,1.3,-116,0,3,-237
C#CCOc1ccc(/C=C2\SC(=S)N(Cc3cccnc3)C2=O)cc1,0,4,-26,-4,6,1.5,-25,-3,-2,-82
O=C(N/N=C/c1coc2ccc(Cl)cc2c1=O)c1ccc(O)cc1,9,15,-8,4,2,-0.1,-15,3,-4,-20
COc1ccc(C2CC(c3cccs3)=NN2c2nc(-c3ccccc3)cs2)cc1OC (stereo unspecified),-6,14,93*,-1,-3,0.4,-35,62,-1,-64
CCC1(CC)C(=O)NC(=O)NC1=NCCc1c[nH]c2ccccc12,-2,16,5,-2,0,-0.3,-9,-4,-6,-21
CN1CCN(S(=O)(=O)c2ccc(-c3noc(C4CCN(S(C)(=O)=O)CC4)n3)cc2)CC1,-8,14,0,-1,2,-0.2,-17,-2,-1,0
COc1ccc(Cl)cc1NS(=O)(=O)c1c(C)[nH]c(=O)[nH]c1=O,-2,5,-9,1,1,0.0,-14,2,-6,12
CCn1c(SCC(=O)NC2CCCCC2)nnc1-c1ccccc1F,6,32,-30,-7,2,0.2,-12,-14,1,-2
OCC1(Cc2cccc(F)c2)CCN(Cc2ccc3cccc(F)c3n2)CC1,1,25,8,-1,2,-0.3,-18,-4,-1,-11
Cc1cc(C)c(OCCCNC2CCCC2)c(Br)c1,3,30,-5,0,-4,-3.6,-52,-2,0,-4
COc1cccc(NC(=O)Nc2c(C)n(C)n(-c3ccccc3)c2=O)c1,3,39,-4,-2,-3,-0.1,-17,0,-3,6
CC(=O)Nc1ccc(NC(=O)CCNC(=O)c2ccccc2Cl)cc1,-5,24,12,-3,12,0.5,-13,-8,1,-7
CCOC(=O)c1[nH]c2ccc(OC)cc2c1NC(=O)c1ccccc1C(=O)O,8,19,28,-2,12,3.4,-124,15,0,-65
Clc1ccc(Cn2cccc2C2=NCCO2)cc1,-3,-17,-40,3,5,-32,-9,-26,4,8
COc1ccc(-c2nnc(-c3ccc(C)cc3)o2)cc1,13,19,53*,1,-12,2.6,-116,23,5,-103
CCOC(=O)c1ccc(S(=O)(=O)N2CCN(CC3CC=CCC3)CC2)cc1 (stereo unspecified),-2,9,-3,-2,2,-0.2,-7,-8,-1,2
CCOC(=O)c1nn(-c2ccc(C)cc2)cc1O,7,11,31,6,-3,0.8,-140,14,2,-62
CC(C)=C(NC(=O)c1ccccc1Br)C(=O)NCCc1nc2ccccc2[nH]1,-23,11,11,-3,-4,0.1,-1,4,-1,-23

Other records follow.
canonical_smiles,Platelet DG rel,AI-2 QS modul,HSF1 activator,HSP90 inh,SKKanGAS inh,HIF activator,KLF5 inh,HSF1 inhib,IEC-6 cytotox,aSyn 5UTR inh
CCCc1nnc(NC(=O)CCC(=O)N2CCN(Cc3cc(F)ccc3OC)CC2)s1,7,38,2,-6,-2,0.0,-9,0,-5,-13
COc1ccc(-c2nnc3ccc(SCC(=O)N4CCOCC4)nn23)cc1,-4,34,-6,/,-1,-0.1,/,-3,/,-8
COC(=O)C[C@H]1c2ccccc2S(=O)(=O)N1c1cccc(OC)c1,0,18,-8,/,4,-0.2,/,-2,/,-5
COc1ccccc1CN1C(=O)CCC1(C)C(=O)NC1CCCCCC1 (stereo unspecified),1,16,3,4,0,-0.7,-12,-5,-1,-10
CC1CCN(C(=O)CCC(=O)N2CC(C)Oc3ccccc32)CC1 (stereo unspecified),-4,1,-11,1,-4,0.2,-14,1,0,31
CC(OC(=O)c1cccc(-n2cnnn2)c1)C(=O)NCc1ccccc1 (stereo unspecified),-12,21,-12,/,-8,-0.3,/,-5,/,-9
O=C(CCC(=O)Nc1ccccc1)N/N=C/c1ccco1,-1,3,5,-1,17,-0.1,-15,-1,3,-11
O=C(c1cccs1)N1CCc2ccccc2C1,0,7,23,4,2,0.3,-5,3,8,-23
CCCCOc1ccc(C(=O)Nc2ccc(C)cc2[N+](=O)[O-])cc1,-13,8,17,4,-3,-0.4,1,9,6,-20
CN(C#N)c1nccc(-c2cccs2)n1,-3,13,9,-1,-11,0.6,-12,6,-4,-3
Cc1nc2cc(NS(=O)(=O)c3ccc(Br)cc3)ccc2n1C,-5,3,28,0,-2,-0.3,-26,7,3,-4
Cc1ccc(-n2cc(C(=O)c3ccc(F)cc3)nn2)cc1Cl,28,-7,-3,8,1,1.7,-103,0,-8,-48
Cc1cccnc1NC(=O)C1CCC1,-3,48,22,0,0,-2.7,-23,1,4,-11
CCN(CC)c1ccc2cc(C(N)=O)c(=N)oc2c1,0,25,11,2,2,0.4,-53,9,4,-67
O=C1C=C(Nc2ccc(O)cc2)CC(c2ccco2)C1 (stereo unspecified),2,5,-29,6,-2,0.0,5,-18,1,-28
